IL-1B inflam inh – inflammasome signaling inhibition, IL-1 beta readout | activity change, % at 57.5 µM | THP-1 LPS/ATP IL-1B secretion, AlphaLISA, 16 h; hits give low values | AID 743279 | hit rate 4.7% among 360,000; in the data active = activity change below about -50%; inconclusive = mostly about -30% to -49%; note: % is set by controls: 0 for no effect and ±100 for the full control effect
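Secreted IL-1B measured by AlphaLISA bead assay after 16 h compound exposure of THP-1 cells; compounds (final up to 57.5 uM) added 1 h before LPS (250 ng/mL) and ATP (1.25 mM) stimulation; lower signal means less secretion.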
Nrf2 ARE act – activates Nrf2 signaling; AREc32 ARE-luciferase reporter (MCF7-derived line), luminescence, 24 h; Potency, µM (titrated, usually from 46.1 µM), without a hit: at the highest dose activation, hits mostly activators; hit rate 0.31% among 410,000; AID 624171; note: potency is the fitted concentration of half-maximal effect; % of control where 0% means no effect; nearly all actives have a fitted effect of over 65% in size
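AREc32_Fluc, 1000 cells/well, OPTI-MEM + 5% FBS, o/n 37 deg C 5% CO2; 23 nL cpd by pin tool, 24 hr; Steady-Glo 30 min RT, luminescence.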
S2 tox – viability counter-screen for ATXN expression inhibitors. AID 651635. Potency, µM (series often up to 56.7 µM), hits mostly cytotoxic. S2 cells (HEK-293 line with an ATXN2-luciferase reporter) viability, CellTiter-Fluor protease fluorescence, 24 h. hit rate 0.49% among 400,000; note: potency is the fitted concentration of half-maximal effect; nearly all actives have a fitted effect of over 40% in size
ATXN2 expr inh – reduces ATXN2 reporter expression in HEK-293 cells | HEK-293 ATXN2-luciferase reporter, luminescence, 24 h | Potency, µM (highest dose often 57 µM), for the others: at the top dose activity change, negative = inhibition, actives largely listed as inhibitors | hit rate 0.72% among 360,000 | AID 1745845; note: potency is the fitted concentration of half-maximal effect; % is set by controls: 0 for no effect and ±100 for the full control effect; nearly all actives have a fitted effect of over 55% in size
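qHTS (up to 57 uM final) was run with 24 h compound exposure of reporter cells at 37 °C. Each well was multiplexed: SteadyGlo luminescence measured ATXN2-luciferase expression after a fluorogenic Gly-Phe-AFC viability readout (25 uM final).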
HepG2 tox – HepG2 cytotoxicity, counter-screen for TGF-b inhibitors; hit rate 0.76% among 410,000; Potency, µM (highest dose often 46.1 µM), inactives show at the highest dose activity change, negative = cytotoxicity, hits mostly cytotoxic; HepG2 CAGA-GFP viability, ATP luminescence, 18 h; note: potency is the fitted concentration of half-maximal effect; some results filed as inactive show a strong effect at the top dose
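CellTiter-Glo luminescence gave cytotoxicity after 18 hours at 37 degrees C. The cells were HepG2 CAGA-GFP in 1% FBS DMEM, stimulated with 500 pg/mL TGF-beta after compound addition. %Activity was normalised to no-cell wells (complete cell-killing) and DMSO (no toxicity), and curves were fitted and classified.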
A549 viability – A549 cytotoxicity, counter-screen for Nrf2 inhibitors. Potency, µM (highest dose often 46 µM), for inactives: at the highest dose activity change, negative = cytotoxicity, actives largely listed as inhibitors. hit rate 0.16% among 390,000. AID 504648. A549 ARE-Fluc cells, CellTiter-Fluor viability, 18-24 h; note: potency is the fitted concentration of half-maximal effect; % is set by controls: 0 for no effect and ±100 for the full control effect
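A549 ARE_Fluc cells in 5% FBS OPTI-MEM were exposed to compounds in concentration-response for 18-24 h at 37 deg C. Viability was read by CellTiter-Fluor fluorescence (Ex 405/Em 525) after 30 min, before the luciferase read.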
MCF10A rereplic – DNA re-replication induction in MCF 10a cells; MCF 10A DNA re-replication, Hoechst nuclear intensity, 48 h; Potency, µM (highest dose often 46.1 µM), for inactives: at the highest dose activity, positive = re-replication, most hits filed as activators; hit rate 2.9% among 350,000; note: potency is the fitted concentration of half-maximal effect; % of control where 0% means no effect; nearly all actives have a fitted effect of over 50% in size
Nrf2 inh – Nrf2 pathway inhibition; A549 ARE-Fluc reporter, luciferase luminescence, 18-24 h; Potency, µM (series often up to 46 µM), inactives show at the highest dose activity change, negative = inhibition, actives largely listed as inhibitors; hit rate 2.1% among 360,000; note: potency is the fitted concentration of half-maximal effect; % is set by controls: 0 for no effect and ±100 for the full control effect; nearly all actives have a fitted effect of over 60% in size
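Cells were seeded and rested 2 h, then exposed to compounds for 18-24 h. CellTiter-Fluor was read first as a viability measure. BugLite was added 15 min before the final luminescent read of ARE-luciferase activity in A549 cells.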
TGFb SMAD3 inh – TGF-b pathway inhibition. HepG2 CAGA-GFP TGF-b/SMAD3 reporter, GFP fluorescence, 18 h; TGF-beta stimulated, 500 pg/mL final. Potency, µM (top dose mostly 46.1 µM), without a hit: at the top dose activity, negative = inhibition, most hits filed as inhibitors. hit rate 1.2% among 410,000; note: potency is the fitted concentration of half-maximal effect; % is set by controls: 0 for no effect and ±100 for the full control effect; nearly all actives have a fitted effect of over 65% in size
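TGF-beta reporter screen: HEPG2 CAGA-GFP, 1% FBS, 500 pg/mL TGF-beta final, 18 h; per-cell GFP summed per well; curves fitted and categorized by class.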
Starred values were filed as active, the others as inactive; i = inactive; ? = inconclusive; / = not tested or not shown; & = joins results of further samples; [ ] = another dose, or the depositor's remark. Unless noted, calls come from the whole dose curve; as a rule, active = well fitted curve in the direction sought with a large enough effect; inconclusive = small, poorly fitted or top-dose-only effect, or another doubt; inactive = no such curve, though single readings can be large; an effect the other way counts as inactive or inconclusive.

Below each SMILES – MCF10A rereplic, Nrf2 inh, A549 viability, IL-1B inflam inh, S2 tox, ATXN2 expr inh, TGFb SMAD3 inh, Nrf2 ARE act, HepG2 tox
CC(C)N(C(=O)CSc1nnc(Cc2csc(Nc3ccccc3)n2)o1)C(C)C
    12%, -29%, 2%, -70*, ?, -12%, -4%, 4.7%, -48%
COc1ccc2cc(-c3cccnc3)ncc2c1
    13%, ?, 5%, -3, i, 35%, -4%, 1.0%, -94%
O=C(c1ccccc1)N(Cc1ccccc1)c1ccccn1
    3%, /, 0%, 0, i, -7%, -1%, -0.2%, -12%
CCOC(=O)C1CCN(C(=O)C(C)Sc2nnc3ccccn23)CC1 (stereo unspecified)
    -30%[inhibitor], 14%, 4%, -14, i, 1%, -4%, 0.9%, 2%
O=C(CN1C(=O)NC2(CCCC2)C1=O)Nc1nc(-c2ccc(F)cc2)cs1
    16%, -25%, -8%, -23, i, 1%, 14%, -0.4%, -48%
CC(=O)c1cc(Cc2csc(C(C)=O)c2)cs1
    16%, 29%, -3%, 0, i, 30%[activator], 14%, 1.7%, -1%
COc1cccc2c1ncc1c(-c3ccc(C)cc3)nn(-c3cccc([N+](=O)[O-])c3)c12
    /, /, 0%, /, i, 0%, 7%, -0.7%, -5%
CCOC(=O)[C@]12CCCC=C1N(Cc1ccc(Cl)cc1Cl)C(=O)[C@H](CC(=O)NCCCN1CCCC1=O)C2
    /, /, /, -17, i, -1%, /, 4.3%, /
CS(=O)(=O)Nc1ccc(C2=NN(C(=O)c3ccco3)C(c3ccc(F)cc3)C2)cc1 (stereo unspecified)
    -1%, ?, 0%, -79*, i, -15%, -5%, 3.4%, -16%
O=C(CNC(=O)c1ccccc1F)OCCCOC(=O)CNC(=O)c1ccccc1F
    3%, 7%, -10%, 17, i, 8%, 0%, -0.9%, -11%
CSC1=C(C#N)C(=O)NC(c2ccccc2O)S1 (stereo unspecified)
    -3%, 2%, -11%, 1, i, 1%, -1%, 0.0%, 14%
COc1cccc(-n2cc(C(=O)NCc3ccc(C)cc3)c3ccccc3c2=O)c1
    /, ?, 12%, /, /, /, -6%, 2.8%, -9%
O=C(CN1CCN(S(=O)(=O)c2ccccc2F)CC1)Nc1ccccc1C(=O)c1ccccc1
    ?, 15µM*, -12%, -17, i, /, ?, 3.6%, -17%
CCc1ccc(S(=O)(=O)n2ccnc2)cc1
    /, 30%, -1%, /, i, 7%, 4%, -0.3%, 13%
O=C(O)c1cc2n(n1)C(C(F)(F)F)CC(c1ccco1)N2 (stereo unspecified)
    ?, -3%, 3%, 17, i, -1%, -9%, 0.1%, -23%
COC(=O)c1ccc2c(=O)n(-c3ccccc3F)c(=S)[nH]c2c1
    5%, -30%, 2%, 61, i, -35%, -11%, 0.5%, -1%
CCOc1cccc(NC(=O)C2CC(=O)N(C)C(=Nc3cccc(F)c3)S2)c1 (stereo unspecified)
    ?, ?, -27%, 2, i, -1%, ?, 0.4%, -13%
Cc1ccccc1OCc1ccc(-c2nc(C#N)c(N3CCN(C)CC3)o2)o1
    /, -25%, -5%, /, i, ?, -2%, -1.7%, -29%
Cc1ccc(C(=O)C2=C(O)C(=O)N(Cc3ccco3)C2c2cccc(Br)c2)o1 (stereo unspecified)
    ?, -2%, -3%, -7, ?, -24%, 2%, -1.5%, -16%
N#CCC(=O)Nc1ccc(C(=O)OCC(=O)Nc2ccccc2-c2ccccc2)cc1
    0%, 1%, 0%, 32, i, -10%[11.3 µM], 9%, 0.2%, -3%
CN(C)c1cccc2c(S(=O)(=O)N3CCOCC3)cccc12
    -30%, -3%, 0%, 17, i, 8%, 0%, -0.2%, -28%
C=CCO/N=C/C1=C(O)C(C(=O)OC)C(C)(C)CC1=O (stereo unspecified)
    8%, 4%, 0%, 0, i, -9%, -1%, -0.2%, -4%
CCc1ccc(NC(=O)CN2C(C(=O)OC)=C(c3ccccc3)c3ccccc3S2(=O)=O)cc1
    /, 16%, -7%, /, i, -5%, -2%, -0.4%, -18%
CCOc1ccc(NC(=O)C(=O)NCCN2CCN(S(=O)(=O)c3ccc(C)cc3)CC2)cc1
    7%, 12%, -3%, 0, i, -36%, 9%, -0.1%, 23%
CC(=O)Nc1ccc(C(=O)NNC(=O)c2csc(N3CCOCC3)n2)cc1
    /, /, /, -28, i, /, -13%, 0.0%, -14%
O=C(NCc1cccnc1)c1c[nH]c2cc3c(cc2c1=O)OCCO3
    26%, 1%, -26%, -24, i, 33%, -10%, -0.5%, -24%
Cn1c(=O)[nH]c2sc3c(c2c1=O)CC(C)(C)OC3
    -1%, /, -3%, 21, i, 6%, 10%, 0.4%, 4%
CCC(c1nnnn1C1CCCC1)N1CCN(c2ccccc2F)CC1 (stereo unspecified)
    0%, /, 2%, -3, i, -12%, 0%, -1.5%, -22%
COc1ccc(Oc2nnc(-c3ccc(C)cc3)c3ccccc23)cc1
    ?, -10%, 3%, 16, i, 1%, -1%, -0.2%, -2%
CCc1ccc(CNC(=O)CCCC(=O)n2nc(C)c3ccccc32)cc1
    6%, -4%, 1%, -13, i, 0%, 1%, -0.6%, -14%
O=C(CCc1nc2ccccc2c(=O)[nH]1)NCC(=O)Nc1ccc(F)c(F)c1
    2%, -19%, -1%, 5, i, 3%, -14%, -0.4%, -1%
CC(C)C[C@@H](COc1ccccc1)N1CCN(CCc2ccccc2)CCC1=O
    4%, -8%, -10%, -3, ?, -3%, ?, 4.3%, -21%&-6%
COc1cc(Cl)c(C)cc1NC(=O)COC(=O)/C=C/c1c(C)nn(C2CCS(=O)(=O)C2)c1Cl (stereo unspecified)
    7%, -6%, 2%, 3, i, -6%, 6%, 2.2%, -2%
CCOc1ccc(CN2C(=O)c3ccccc3Sc3ccc(C(=O)NCc4ccco4)cc32)cc1
    /, -7%, 0%, /, i, 11%, -13%, 0.5%, -6%
Cc1cccc(NC(=O)COC(=O)c2cccs2)c1C
    ?, -10%, -3%, -10, i, 15%, -6%, 0.0%, 1%
CC(C)(C)c1nn(-c2ccccc2)c2nc(Cl)c(C=O)cc12
    20%, 20%, 8%, -17, i, 4%, ?, 0.2%, 7%
Cc1cc(/C=C2\C(=N)N3N=C(S(C)(=O)=O)SC3=NC2=O)c(C)n1Cc1ccccc1
    21µM*, 5%, ?, -10, /, -20%, -12%, -0.6%, -9%
O=S(=O)(c1cc(Cl)cc(Cl)c1)N1CCC2CC1c1cc(Cl)ccc12 (stereo unspecified)
    -47%[inhibitor], -15%, 12%, 20, i, -3%, ?, 4.7%, -7%
CN1CCc2c(sc(NC(=O)c3ccc(C(=O)c4ccccc4)cc3)c2C(N)=O)C1
    -27%, -11%, -2%, 0, i, -23%, 50%[activator], -0.5%, -23%
CC(C)(C)C(=O)Nc1sc2c(c1-c1nc3ccccc3[nH]1)CCCC2
    13µM*, ?, -25%, -1, i, -23%, 31%, 0.4%, -30%
O=C(CCN1C(=O)C2C3CC(C(Br)C3Br)C2C1=O)OCC(=O)c1cccc([N+](=O)[O-])c1 (stereo unspecified)
    -41%[inhibitor], 11%, -6%, 37, i, 3%, -4%, -0.3%, 2%
COC(=O)c1c(NC(=O)COC(=O)c2ccccn2)sc(C)c1C
    3%, -11%, 4%, 1, i, -11%, -9%, 0.0%, -2%
COc1ccc(C)cc1S(=O)(=O)Nc1cccc(Cl)c1
    7%, /, 0%, 39, i, 2%, ?, -0.1%, -28%
COc1ccc(-c2nc3c(c(SCC(=O)N4CCOCC4)n2)Cc2c(CO)cnc(C)c2O3)cc1
    ?, -11%, -10%, ?, i, -21%, -12%, 0.5%, -9%
CCOc1nc(-c2ccccc2)ccc1-c1noc(COc2ccccc2)n1
    ?, 9%, 15%, -5, i, 0%, 0%, 0.2%, -36%
O=c1/c(=C/c2ccccn2)sc2nc3ccccc3n12
    -4%, ?, 0%, 22, i, -35%, -12%, ?, -16%
Cc1ccc([C@H]2N[C@]3(CCCN(Cc4ccc(Cl)cc4)C3=O)[C@H]3C(=O)N(Cc4ccccc4)C(=O)[C@@H]23)cc1
    /, /, /, -27, i, -14%, -26%, 1.7%, -33%
FC(F)(F)c1cc(Cl)c2nc(-c3ccco3)c(Cc3ccccc3C(F)(F)F)n2c1
    /, /, /, 0, ?, ?, /, ?, /
COc1ccc(NC(=O)CNC(=O)C23CC4CC(CC(C4)C2)C3)c(OC)c1
    -22%, -8%, -10%, -8, i, -5%, 6%, -0.5%, 11%
COc1cc2c(cc1OC)C(COc1ccc3c(C)cc(=O)oc3c1)N(C(=O)c1cccc(C)c1)CC2 (stereo unspecified)
    /, -12%[9.27 µM], 8%, /, i, 13%, -3%, 0.8%, -1%
CCCN1CCC(NC(=S)Nc2ccc(OC)c(OC)c2)CC1
    8%, 11%, 8%, 16, i, -10%, 14%, -1.1%, 2%
O=S1(=O)CC(N2CCN(Cc3ccccc3F)CC2)CN1Cc1cn(Cc2ccccc2)nn1 (stereo unspecified)
    /, /, /, 14, i, -9%, /, -0.9%, /
Cc1cccc(C)c1NC(=O)CNC(=O)C(C)N1CCN(c2cccc(Cl)c2)CC1 (stereo unspecified)
    0%, 0%, 9%, 0, i, -32%, -16%, -0.4%, -29%
COc1ccc(C)cc1NC(=O)CNC(c1ccccc1)c1ccccc1
    ?, -2%, -1%, -6, i, 10%, -16%, 0.0%, -28%
CCOC(=O)[C@@H]1[C@H]2COc3ccccc3[C@@H]2N2C(=O)N(c3cccc(Cl)c3)C(=O)[C@]12C
    -4%, -13%, -2%, -14, i, 1%, 2%, 1.9%, 10%
O=C(COC(=O)CCC(=O)c1ccc(Cl)cc1)NCc1ccco1
    -6%, -4%, 7%, -7, i, 3%, 2%, -0.3%, -1%

Compound activity deposited in PubChem by National Center for Advancing Translational Sciences (NCATS).
